IL-1B inflam inh = inhibitors of inflammasome signaling (IL-1 beta secretion); THP-1 LPS/ATP IL-1B secretion, AlphaLISA, 16 h; active compounds read low; activity change, % at 57.5 µM; 360,000 compounds, 4.7% hits; in the data active = activity change below about -50%; inconclusive = mostly about -30% to -49%; note: % is set by controls: 0 for no effect and ±100 for the full control effect
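THP-1 cells pretreated 1 hr with compounds (up to 57.5 uM final), then stimulated with LPS (250 ng/mL final) plus ATP (1.25 mM final); secreted IL-1B measured by AlphaLISA after 16 hr, decreased signal indicating inhibition.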
SW480 rerep = induces DNA re-replication in SW480 colon adenocarcinoma cells; Potency, µM (titrated, usually from 46.1 µM), inactives show at the highest dose re-replication activation, most hits filed as activators; 340,000 compounds, 1.8% hits; SW480 DNA re-replication, Hoechst DNA content imaging, 48 h; note: potency is the fitted concentration of half-maximal effect; % of control where 0% means no effect; nearly all actives have a fitted effect of over 55% in size
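Per well, 250 cells were exposed to pinned compound for 48 hr. Nuclear DNA was visualised with Hoechst (40 min, 37 C) and total object intensity recorded by fluorescence scanning.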
MCF10A rerep = induces DNA re-replication in MCF 10a normal breast cells. MCF 10A DNA re-replication, Hoechst nuclear intensity, 48 h. 350,000 compounds, 2.9% hits. Potency, µM (series often up to 46.1 µM), for the others: at the highest dose activity, positive = re-replication, usual class: activators. AID 624296; note: potency is the fitted concentration of half-maximal effect; % of control where 0% means no effect; nearly all actives have a fitted effect of over 50% in size
KB-3-1 cytotox = KB-3-1 parental cell cytotoxicity | 400,000 compounds, 1.4% hits | Potency, µM (series often up to 46.1 µM), inactives show at the highest dose activity change, negative = cytotoxic, actives largely listed as cytotoxic | KB-3-1 viability, CellTiter-Glo ATP luminescence, 72 h | AID 1347075; note: potency is the fitted concentration of half-maximal effect; % is set by controls: 0 for no effect and ±100 for the full control effect; nearly all actives have a fitted effect of over 60% in size
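Multi-concentration cytotoxicity screen in KB-3-1 cells grown in DMEM lacking phenol red with 10% FBS. After 72 h at 37 °C with compound, ATP-dependent luminescence was recorded.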
ATXN2 expr inh = ATXN2 expression inhibition. AID 1745845. 360,000 compounds, 0.72% hits. Potency, µM (highest dose often 57 µM), for inactives: at the top dose activity change, negative = inhibition, most hits filed as inhibitors. HEK-293 ATXN2-luciferase reporter, luminescence, 24 h; note: potency is the fitted concentration of half-maximal effect; % is set by controls: 0 for no effect and ±100 for the full control effect; nearly all actives have a fitted effect of over 55% in size
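ATXN2-luciferase reporter cells (luciferase flanked by upstream and downstream ATXN2 gene portions) were treated 24 h at 37 °C with compounds at up to 57 uM. SteadyGlo luminescence gave expression; GF-AFC fluorescence gave viability.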
HT1080-NT tox = kills 2HG-producing HT-1080-NT fibrosarcoma cells | HT-1080-NT fibrosarcoma viability, CellTiter-Glo ATP luminescence, 48 h | Potency, µM (highest dose often 46.1 µM), for the others: at the highest dose activity, negative = less viability, most hits filed as cytotoxic | 360,000 compounds, 1.6% hits | AID 686970;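 note: NT is the 2HG producing partner of a matched IDH1 knockdown line; potency is the fitted concentration of half-maximal effect; 0% = DMSO-treated cells and -100% = media-only wells without cells; nearly all actives have a fitted effect of over 55% in size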
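Read-out is CellTiter-Glo luminescence after 10 minutes at room temperature, following 48 hours' compound treatment of HT-1080-NT cells (750 cells/well, RPMI, 5% FBS, 37 degrees C).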
HT1080 IDH1KD tx = kills HT-1080 cells with IDH1 knockdown; 360,000 compounds, 2% hits; HT-1080 IDH1 knockdown viability, ATP luminescence, 48 h; AID 686971; Potency, µM (series often up to 46.1 µM), for the others: at the highest dose activity, negative = toxicity, actives largely listed as cytotoxic;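 note: potency is the fitted concentration of half-maximal effect; 0% = DMSO wells and -100% = cell-free medium wells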
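Viability of IDH1-knockdown HT-1080 fibrosarcoma cells was assessed by CellTiter-Glo after 48 h at 37 °C with titrated compound; concentration-effect curves were classified by fit quality and response size.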
ATXN viability = viability counter-screen for ATXN expression inhibitors; S2 cells (HEK-293 line with an ATXN2-luciferase reporter) viability, CellTiter-Fluor protease fluorescence, 24 h; Potency, µM (highest dose often 56.7 µM), actives largely listed as cytotoxic; 400,000 compounds, 0.49% hits; AID 651635; note: potency is the fitted concentration of half-maximal effect; nearly all actives have a fitted effect of over 40% in size
KB-V1 cytotox = KB-V1 MDR subline cytotoxicity; 400,000 compounds, 3.4% hits; Potency, µM (doses to about 46.1 µM), for the others: at the top dose activity change, negative = cytotoxicity, usual class: cytotoxic; KB-V1 MDR cells viability, CellTiter-Glo, 72 h; note: potency is the fitted concentration of half-maximal effect; % is set by controls: 0 for no effect and ±100 for the full control effect; nearly all actives have a fitted effect of over 60% in size
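Cytotoxicity toward P-gp-expressing KB-V1 cells was determined as loss of CellTiter-Glo luminescence after 72 h at 37 degrees C. Compounds were tested in quantitative HTS format across a concentration range, with curves fitted to normalized data.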
Starred values were filed as active, the others as inactive; i = inactive; u = inconclusive; x = not tested or not shown; [ ] = another dose, or the depositor's remark. Unless noted, calls come from the whole dose curve; as a rule, active = well fitted curve in the direction sought with a large enough effect; inconclusive = small, poorly fitted or top-dose-only effect, or another doubt; inactive = no such curve, though single readings can be large; an effect the other way counts as inactive or inconclusive.

SMILES | IL-1B inflam inh | SW480 rerep | MCF10A rerep | KB-3-1 cytotox | ATXN2 expr inh | HT1080-NT tox | HT1080 IDH1KD tx | ATXN viability | KB-V1 cytotox
Cc1noc(C)c1S(=O)(=O)Nc1ccc(C(=O)Nc2ccc(Br)cc2)cc1 | x | x | x | 1% | u | x | x | i | 24%
CC(Cc1cccs1)NC(=S)Nc1ccc(Cl)c(Cl)c1 (stereo not drawn) | -95* | 17% | u | -19% | -16% | u | -25% | i | -23%
Cc1cc(C)c(S(=O)(=O)N2CCC(C(=O)NCc3ccc(Cl)cc3Cl)CC2)c(C)c1 | -5 | u | 13% | -18% | -8% | -11% | -20% | i | -2%
Cc1ccccc1C(=O)NCCN1CCC(n2c(=O)[nH]c3ccccc32)CC1 | -7 | x | x | -10% | 5% | 11% | 4% | i | -12%
O=C(NCc1n[nH]c(=S)n1-c1ccc(Cl)c(Cl)c1)c1cccs1 | 0 | -10% | -12% | -5% | -15% | 2% | 13% | i | 17%
CCC1Cc2c(nc(N)c3c(N)nc(N4CCCCC4)c(C#N)c23)O1 (stereo not drawn) | x | 6% | u | 0% | 32%[activator] | -24% | u | x | -19%
CCCCN(C)C(=O)c1cn(CC)c2nc(C)ccc2c1=O | -14 | 2% | -26% | 0% | 3% | 3% | 7% | i | 8%
COc1ccc(S(=O)(=O)N2CCCCCC2)cc1C(=O)N(C)CC(=O)Nc1cc(C)ccc1C | -14 | 4% | 1% | -1% | 4% | -1% | -10% | i | -10%
CCOC(=O)COc1cc2c3c(c(=O)oc2cc1C)CCCC3 | 30 | -3% | -7% | 35% | -1% | -3% | 3% | i | 4%
O=C(Nc1ccccc1)C1=C[C@H](c2ccc3c(c2)OCO3)C[C@H](OCc2ccc(CO)cc2)O1 | u | u | -36%[inhibitor] | 4% | 8% | -10% | -9% | i | 2%
Cc1c(C(=O)Nc2ccc(F)cc2)oc2ccc(S(=O)(=O)N3CC(C)CC(C)C3)cc12 (stereo not drawn) | 40 | -1% | 2% | -4% | -15% | 0% | -11% | i | u
COc1ccccc1-n1cc(-c2ccccc2)c2c(=S)nc[nH]c21 | 15 | -10% | u | 0% | x | 1% | u | u | u
COC(=O)c1ccccc1NC(=O)C1CCCC1 | 7 | -2% | -2% | u | -22% | -3% | -1% | i | u
O=C(NCc1cccnc1)c1cccnc1-c1nc2ccccc2s1 | -3 | -7% | 4% | 2% | -3% | -4% | 1% | i | -28%
Cc1cccc(C)c1OCCCCCNCCO | -4 | -5% | 3% | -4% | -24% | -26% | -2% | i | -23%
Cc1cc(C(F)(F)F)nc(SCC(=O)Nc2c(C)n(C)n(-c3ccccc3)c2=O)n1 | 18 | -23% | -12% | -2% | 5% | -11% | 0% | i | -7%
Cc1c(Cl)c(=O)n2c(=O)c(Cl)c(C)n12 | 13 | -11% | -5% | -2% | 2% | 13% | 5% | i | 3%
CC1(C)CC(=O)C(C=NC2CCCCC2)=C(O)C1 | 18 | -5% | -12% | 10% | 7% | 12% | 8% | u | 0%
O=C(N1CCOCC1)N1CCC(n2nnc3cc(F)ccc32)CC1 | 22 | 3% | 16% | -3% | -5% | -11% | -4% | i | 3%
COC(=O)CCCC1=CC2=C(c3ccccc3)C(=O)C(C)(OC(=O)C3CCCC3)C(=O)C2=CN1CCCCO (stereo not drawn) | 9 | -14% | 6% | 9% | 2% | 0% | 0% | i | 0%
COc1cccc(N2CCN(S(=O)(=O)c3ccc4c(c3)CC(C)N4C(=O)C3CC3)CC2)c1 (stereo not drawn) | -28 | 5% | 0% | -24% | -19% | 1% | 3% | i | -17%
CCC(C)Nc1nc2c(c(=O)[nH]c(=O)n2C)n1CCOc1ccccc1 (stereo not drawn) | 0 | -10% | -11% | 0% | -25% | -15% | -11% | i | u
COc1ccc(/C=C2\C(=O)ON=C2c2ccccc2)cc1 | u | u | u | -14% | u | -2% | -13% | 20µM* | u
Cc1ccc(C(=O)Nc2ccccc2C(=O)NCC2CCCO2)cc1 (stereo not drawn) | -4 | -5% | 0% | -4% | 7% | 22% | -3% | i | 0%
O=C(Nc1nnc([C@H]2C[C@H](O)[C@@H](CO)O2)s1)Nc1ccccc1C(F)(F)F | -4 | x | x | 0% | 0% | -2% | 20% | i | 2%
Cc1ccc(C)c(Cn2c3ccccc3c3cnn(CC(=O)NCc4ccccn4)c(=O)c32)c1 | 14 | u | 1% | 14% | -8% | -23% | -15% | i | 7%
CN1C(=O)C(C)(C)c2cc(S(=O)(=O)N3CCN(c4ccc(F)cc4)CC3)ccc21 | 34 | u | 8% | 5% | -7% | -1% | -2% | i | 10%
C#CCOCCOCCOCCNc1nc(N2CCN(C(=O)[C@H](CCCN=C(N)N)n3cc(C(N)[C@@H](C)CC)nn3)CC2)nc(N2CCN(C(=O)[C@H](CCC(=O)O)n3cc([C@@H](N)CCCCN)nn3)CC2)n1 (stereo partly drawn) | 12 | 0% | 10% | 16% | 3% | 16% | 20% | i | 15%
CCC(C)NC(=O)CN(C1CCCCC1)S(C)(=O)=O (stereo not drawn) | -11 | -14% | 0% | 18% | -8% | 24% | 9% | i | 4%
C/C(N)=C(/C#N)C(=O)CSc1ncnc2ccccc12 | 12 | -2% | 5% | 12% | 14% | 2% | 4% | u | -2%
COc1ccc(-c2cnc(N)n2CC2CCCO2)cc1 (stereo not drawn) | -26 | -16% | u | -6% | 12% | -12% | -14% | i | -6%
Cn1cnc(S(=O)(=O)N2CCc3ccccc32)c1 | 19 | -4% | -17% | 5% | 8% | 4% | 12% | i | 21%
Cc1ccccc1-n1ncc2c1CC(C)(C)CC2NC(=O)CCCN1CCCC1=O (stereo not drawn) | i | -14% | 3% | 13% | -15% | -2% | -6% | i | u
O=S(=O)(c1ccc(Cl)nc1)N1CCc2ccccc21 | -11 | 3% | -1% | -8% | -2% | -1% | -6% | i | 0%
COc1ccc(C(=O)O/N=C(\N)c2ccc(OC)c(OC)c2)c(OC)c1 | -54* | 1% | 19% | 0% | x | -6% | 0% | i | u
CC1CCCc2sc3nc(NCc4ccco4)n4ncnc4c3c21 (stereo not drawn) | -19 | -6% | u | -15% | 0% | -18% | -9% | i | -36%
CC(C)(C)NC(=S)NCc1cccnc1 | 24 | 1% | -7% | 11% | 3% | 2% | -2% | i | 24%
Cc1ccc(Cl)cc1N1CCN(S(=O)(=O)c2ccc3c(c2)OCCO3)CC1 | -2 | 3% | 11% | 12% | 3% | -4% | -11% | i | -20%
Cc1ccc(S(=O)(=O)N(C)C[C@@H]2OCc3cn(nn3)CCCC(=O)N([C@H](C)CO)C[C@H]2C)cc1 | 6 | x | x | 0% | -12% | 20% | 15% | i | 13%
CCc1nnc(NC(=O)c2ccc3nc(CC)c(CC)nc3c2)s1 | 0 | -2% | 1% | u | 12% | 14% | 7% | i | -25%

IL-1B inflam inh: hit marks shown above.
smiles | IL-1B inflam inh | SW480 rerep
CC(Cc1cccs1)NC(=S)Nc1ccc(Cl)c(Cl)c1 (stereo not drawn) | -95* | 17%
COc1ccc(C(=O)O/N=C(\N)c2ccc(OC)c(OC)c2)c(OC)c1 | -54* | 1%

Arranged by value in IL-1B inflam inh (ascending): three of the compounds above
SMILES,IL-1B inflam inh,SW480 rerep
C/C(N)=C(/C#N)C(=O)CSc1ncnc2ccccc12,12,-2%
COc1ccccc1-n1cc(-c2ccccc2)c2c(=S)nc[nH]c21,15,-10%
Cc1c(C(=O)Nc2ccc(F)cc2)oc2ccc(S(=O)(=O)N3CC(C)CC(C)C3)cc12 (stereo not drawn),40,-1%

(list continues)
SMILES | IL-1B inflam inh | SW480 rerep | MCF10A rerep | KB-3-1 cytotox | ATXN2 expr inh | HT1080-NT tox | HT1080 IDH1KD tx | ATXN viability | KB-V1 cytotox
O=C(N/N=C/c1ccc[nH]1)c1cc2ccccc2cc1O | 41 | u | 12% | u | -31% | -22% | u | i | -1%
Cc1ccc(C)c(-c2nnc(NC(=O)Cc3ccccc3)o2)c1 | -19 | 0% | -6% | 3% | x | 0% | 0% | i | -5%
Cc1ccc2c(c1)N(C(=O)CCC(=O)NCCCN(C)Cc1ccccc1)CCO2 | -2 | 0% | 0% | 2% | -28% | -25% | 4% | u | -21%
Cc1ncc(CN2CCC(CO)(CCc3ccccc3)CC2)s1 | 2 | 13% | 4% | -9% | x | 3% | 1% | i | 15%
O=C(Nc1cccnc1)Nc1ccc(F)c(Cl)c1 | -20 | -1% | -7% | 7% | 16% | -4% | 3% | i | -2%
Cc1cc(OCC(=O)Nc2ccc3oc(-c4ccncc4)nc3c2)ccc1Cl | 14 | -17% | 0% | -2% | x | u | 6% | x | -2%
COc1ccc(S(=O)(=O)n2cnc3ccccc32)cc1 | 9 | -3% | 0% | 5% | -6% | 21% | 26% | i | 2%
CCCC(=O)NC(Nc1ccccc1OC)C(Cl)(Cl)Cl (stereo not drawn) | 4 | -10% | 3% | 0% | -6% | -1% | 13% | i | -1%
CC(C)Oc1ccc(CCC(=O)NNC(=O)c2ccccc2C(=O)O)cc1 | 30 | -3% | 17% | 7% | 13% | -19% | u | i | 15%
C[C@H]1CN([C@@H](C)CO)C(=O)CCCn2nncc2CO[C@H]1CN(C)S(=O)(=O)c1ccccc1 | 5 | x | x | 15% | 9% | 12% | 7% | i | 14%
CC1CCN(C(=O)CSc2nc(C3CC3)nc3ccccc23)CC1 | u | 10% | 18% | -1% | -4% | -13% | -17% | u | -2%
NS(=O)(=O)c1ccc(CCNC(=O)CCCn2c(=O)[nH]c3ccc(Br)cc3c2=O)cc1 | 10 | -10% | u | 9% | 6% | 6% | 10% | u | 25%
COC(=O)c1scc(C)c1NC(=O)C1CCCCC1 | -4 | 0% | u | -5% | -6% | -3% | -1% | i | 20%
